High-throughput results: PubChem BioAssay, National Center for Advancing Translational Sciences (NCATS)
ALOX15B inhib: qHTS Assay for Inhibitors of 15-hLO-2 (15-human lipoxygenase 2) | Polyunsaturated fatty acid lipoxygenase ALOX15B (Homo sapiens), O15296 | purified 15hLO-2, xylenol orange hydroperoxide absorbance | Potency, µM (highest dose often 57.1 µM), for the others: top-dose activity change, negative = inhibition, actives largely listed as inhibitors | actives 0.56% (n = 110,000) | AID 881, 2007; note: potency is the fitted concentration of half-maximal effect; nearly all actives have a fitted effect of over 60% in size; many of its hits are not listed in these tables
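Screening format was qHTS against 50 nM purified 15hLO-2 in Hepes pH 7.5 with detergent. Activity follows hydroperoxide formation from 45 uM arachidonic acid, measured as 573:405 nm absorbance ratio of the ferric-xylenol orange complex.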
12-hLO inh: qHTS Assay for Inhibitors of 12-hLO (12-human lipoxygenase); purified 12-hLO, xylenol orange hydroperoxide absorbance; actives 0.12% (n = 150,000); Potency, µM (titrated, usually from 57.1 µM), inactives show at the top dose activity change, negative = inhibition, actives largely listed as inhibitors; AID 1452, 2008; note: potency is the fitted concentration of half-maximal effect; nearly all actives have a fitted effect of over 55% in size; many of its hits are not listed in these tables
Target sequence (P18054 whole entry, looked up): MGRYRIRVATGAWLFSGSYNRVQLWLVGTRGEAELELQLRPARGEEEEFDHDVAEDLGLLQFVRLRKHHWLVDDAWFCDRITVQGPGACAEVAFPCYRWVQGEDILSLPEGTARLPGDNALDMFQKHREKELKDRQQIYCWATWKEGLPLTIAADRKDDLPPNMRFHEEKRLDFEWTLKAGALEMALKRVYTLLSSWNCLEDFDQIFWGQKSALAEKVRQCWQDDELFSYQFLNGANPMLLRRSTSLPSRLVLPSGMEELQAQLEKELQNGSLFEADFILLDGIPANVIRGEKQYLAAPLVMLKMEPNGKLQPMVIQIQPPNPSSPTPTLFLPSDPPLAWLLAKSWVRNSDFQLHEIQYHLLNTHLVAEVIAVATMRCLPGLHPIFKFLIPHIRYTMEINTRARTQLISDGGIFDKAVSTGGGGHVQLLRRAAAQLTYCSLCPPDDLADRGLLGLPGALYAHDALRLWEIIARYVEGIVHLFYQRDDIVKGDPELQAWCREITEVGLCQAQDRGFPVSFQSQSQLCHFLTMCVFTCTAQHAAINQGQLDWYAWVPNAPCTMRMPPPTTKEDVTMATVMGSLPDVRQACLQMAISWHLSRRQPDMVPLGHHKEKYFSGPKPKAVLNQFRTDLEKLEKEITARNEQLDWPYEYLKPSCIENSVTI
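Purified human 12hLO (150 nM), preincubated 15 min with compound, then 40 uM arachidonic acid for 30 min, room temperature, Hepes pH 7.0 with 0.01% Triton X-100. Hydroperoxide detected by ferrous iron/xylenol orange; 573/405 nm absorbance ratio gives reaction progress.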
IMPase inh: qHTS Assay for Identifying the Cell-Membrane Permeable IMPase Inhibitors. Inositol monophosphatase 1 (Rattus norvegicus), P97697. CHO-M1 cells, IP1 accumulation, HTRF TR-FRET ratio. inhibition (IP1 accumulation), % at 46.1 µM. 120,000 tested, under 10 active. AID 901, 2007; active = well fitted curve in the direction sought with a large enough effect in the signal ratio, not every such curve was filed as active; inconclusive = small, poorly fitted or top-dose-only effect, or a change in a side signal; inactive = no such curve, though single readings can be large or run the other way; the % refers to the signal ratio;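 note: cells stimulated with carbachol in lithium chloride buffer; plate controls were DMSO basal wells for no effect and reference inhibitor wells for full effect; higher means more IMPase inhibition seen as more IP1 and lower FRET ratio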
Target sequence (P97697 whole entry, looked up): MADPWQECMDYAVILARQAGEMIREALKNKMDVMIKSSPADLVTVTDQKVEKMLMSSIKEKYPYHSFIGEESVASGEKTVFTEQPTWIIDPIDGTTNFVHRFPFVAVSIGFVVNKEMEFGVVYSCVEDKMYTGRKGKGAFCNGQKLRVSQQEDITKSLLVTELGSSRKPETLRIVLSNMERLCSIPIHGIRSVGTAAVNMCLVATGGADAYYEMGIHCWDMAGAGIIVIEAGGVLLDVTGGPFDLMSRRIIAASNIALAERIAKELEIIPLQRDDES
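Cellular IMPase inhibition is scored as a rise in cytosolic IP1, detected by competitive TR-FRET between d2-labelled IP1 and a europium anti-IP1 antibody. M1-expressing CHO cells were stimulated with carbachol for 30 min at 37C, with lithium (50 mM LiCl) present in the buffer.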
PNC assembly inh: High Content Assay for Compounds that inhibit the Assembly of the Perinucleolar Compartment. PC3M PTB-GFP, PNC prevalence imaging, 16 h; active compounds read low. activity change (PNC), negative = inhibition, % at 10 µM. actives 3.1% (n = 140,000). AID 2417, 2010;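 active = readout at or below -70, meaning at least 70% loss of cells showing the perinucleolar compartment, a nuclear body marking cancer cells; inconclusive = readout between -30 and a set limit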;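 note: plate controls were DMSO wells for no effect and camptothecin positive control wells for full effect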
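Read-out is percentage of cells bearing a perinucleolar compartment, from automated 20x imaging of fixed, Hoechst-stained PC3M PTB-GFP cells. Cells were seeded 4 h, then exposed 16 h to compound (23 nl of library stock) in duplicate plates.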
Starred values were filed as active, the others as inactive; ? = inconclusive; nt = no result given; [ ] = another dose, or the depositor's remark. Unless noted, calls come from the whole dose curve; as a rule, active = well fitted curve in the direction sought with a large enough effect; inconclusive = small, poorly fitted or top-dose-only effect, or another doubt; inactive = no such curve, though single readings can be large; an effect the other way counts as inactive or inconclusive. Unless noted, % is set by controls: 0 for no effect and ±100 for the full control effect. The list is partial, so the mix of outcomes need not match the whole.

SMILES,ALOX15B inhib,12-hLO inh,IMPase inh,PNC assembly inh
Cc1cc(N2CCC(C)CC2)n2ncc(-c3ccccc3)c2n1,8%,-8%,13,-9
C=CCn1c(SCC(=O)Nc2ccc(-c3nc4ccc(C)cc4s3)cc2)nnc1-c1ccncc1,nt,-1%,1,13
O=C(c1ccco1)N1CCC2(CC1)CCN(c1ncccn1)CC2,-7%,2%,nt,nt
Cc1cccc(NC(=S)NCCN2CCOCC2)c1,nt,3%,nt,85
N#Cc1c(NC(=O)C2CC(c3ccccc3Cl)=NO2)sc2c1CCC2 (stereo not drawn),-15%,-15%,-4,95
CC(NC(=O)CCCCCN1C(=O)c2ccccc2C1=O)c1ccc2c(c1)CCCC2 (stereo not drawn),-6%[11.4 µM],-3%,3[1.84 µM],27
Cc1ccc2nc(-c3ccc(N4C(=O)CC(N5CCC(C(N)=O)CC5)C4=O)cc3)sc2c1 (stereo not drawn),nt,0%,-4,?
CCOC(=O)c1sc(=S)n(-c2cccc(OC)c2)c1N,-16%,-2%,-3,43
CCCCNCCCOc1cccc(Cl)c1Cl,30%,-1%,-6,19
O=C1OCCC1Sc1nc2cc(Cl)ccc2s1 (stereo not drawn),21%,-12%,-11,-6
O=C(CSc1nnc(Cn2c(=O)sc3ccccc32)n1-c1ccccc1)NCC1CCCO1 (stereo not drawn),-1%,11%,0,-108*
O=C(NCCN=C1NS(=O)(=O)c2ccccc21)c1ccncc1,1%,0%,2,29
CCCC(=O)Nc1ccc2c(c1)nc(CCNC(=O)c1ccccc1)n2C,2%,-1%,-6,17
Cc1c(C(=O)Nc2ccc(F)cc2)c2ccccn2c1CCc1ccncc1,nt,-3%,1,2
CC1CC(C)CN(Cc2nc(N)nc(Nc3ccccc3)n2)C1 (stereo not drawn),10%,-1%,1,44
Cc1cscn1,0%,1%,nt,nt
Cc1ccc(SCCC(=O)NCC2CCCO2)cc1 (stereo not drawn),0%,-1%,0,-115*
CN1C(=O)N(C)C2C1N(CN1CCCCC1)C(=O)N2CN1CCCCC1 (stereo not drawn),-4%,-4%,0,-17
CCc1c(C)n([O-])c2c([n+]1=O)CCCCC2,1%,-1%,8,1
COc1ccc(-n2nc([N+](=O)[O-])c(=NCCc3ccc(Cl)cc3)n2O)cc1,-2%,-7%,-2,3
COc1ccccc1N1CCN(C(=O)c2oc3ccc(F)cc3c2C)CC1,nt,-8%,nt,220
O=C(CCc1ccc(Oc2cc([N+](=O)[O-])cc([N+](=O)[O-])c2)cc1)Nc1cccc(Cl)c1,nt,-2%,nt,-16
Cc1ccccc1Cn1nc(C)c(NC(=O)/C=C/c2cnn(C)c2C)c1C,nt,-1%,nt,?
CCOc1cc(/C=N/NC(=O)COc2ccc(C)cc2)ccc1OC(=O)c1cccs1,-16%,-2%,-3,-20
O=C(CN1CCC(NC(=O)c2cccc(F)c2)CC1)NCc1ccccc1F,3%,-3%,?,1
CCN(CC)S(=O)(=O)c1ccc(NC2c3ncccc3C(=O)N2Cc2ccccc2)cc1 (stereo not drawn),-15%,-5%,0,-5
C/C(=N\NC(=O)CSc1nnc(C)s1)c1ccc(O)cc1,nt,1%,nt,5
CCCCNC(=S)N(C)/N=C/c1ccccc1F,nt,-6%,3,25
Cc1c(C(N)=O)c(N)c(C(=O)c2ccccc2)n1-c1ccccc1,5%,-2%,6,13
CC1(c2cccs2)CC(c2cccs2)=C(C#N)C(=O)N1 (stereo not drawn),4%,-1%,5,?
CCC(C)C(NC(=O)C1CCC(C)CC1)C(=O)Nc1cc(OC)ccc1OC (stereo not drawn),2%,1%,1,-9
COc1ccc(OCCC(=O)OCC(=O)NCc2ccco2)cc1,-5%,-6%,4,-10
COc1ccc(C(=O)C/C(=C\C(=O)c2ccc(C)cc2)c2ccccc2)cc1,-23%,3%,12,-7
CCN(CC)S(=O)(=O)c1ccc(NS(=O)(=O)c2ccc(OC)c([N+](=O)[O-])c2)cc1,nt,1%,nt,76
CCOc1cccc(NC(=O)c2ccc(S(=O)(=O)N(C)C)cc2)c1,3%,-2%,9,7
O=S1(=O)N=C(Nc2ccc(N3CCOCC3)cc2)c2ccccc21,nt,-1%,2,6
O=C1CC(c2ccccc2)Sc2ccccc2N1 (stereo not drawn),-13%,0%,2,-26
CCS(=O)(=O)c1ccc(C(=O)Nc2ccccc2)c(Cl)c1Cl,-5%,5%,3,-16
COc1ccc(C2C(C(=O)Nc3ccccc3OC)=C(C)Nc3nnnn32)c(OC)c1 (stereo not drawn),3%,-5%,3,?
Cc1ccc(-c2noc(-c3ccccc3C(=O)N3CCOCC3)n2)cc1,6%,-2%,0,32
CCOC(=O)Cc1nnc(Nc2ccc(C)cc2C)c2ccccc12,nt,-2%,nt,12
CC(C)C12CN3CC(C(C)C)(CN(C1)C3c1ccccc1)C2O (stereo not drawn),2%,0%,-6,46
O=C(OCC(=O)N1CCCCC1)c1c[nH]c(=O)[nH]c1=O,17%,-2%,-6,11
Cc1ccc(C(=O)N/C(=C/c2ccc(F)cc2)C(=O)NCc2ccncc2)cc1,nt,3%,nt,3
COc1ccc(C(C)C)cc1S(=O)(=O)Nc1ccc(Cl)cn1,8%,-13%,-7,-22
Cc1ccc(C(c2c(C)nn(-c3ccccc3)c2N)c2c(C)nn(-c3ccccc3)c2N)cc1,nt,-4%,nt,34
O=C(O)C(=O)/C(=C\c1ccccc1)c1ccc2ccccc2n1,-7%,1%,-3,-14
O=C(COCc1nc2ccccc2c(=O)[nH]1)NCC1CCCCC1,nt,-1%,-1,-100*
Cc1cccc(OCCSCc2nc3ccccc3[nH]2)c1,59%[activator],-1%,3,14
COc1ccccc1NC(=O)Nc1cc(NC(=O)Nc2ccccc2OC)c(C)nc1C,nt,3%,nt,6

Following part.
SMILES,ALOX15B inhib,12-hLO inh,IMPase inh,PNC assembly inh
COc1ccc(Cl)cc1NC(=O)CCCN1C(=O)CCC1=O,2%,0%,9,32
COc1ccc(-c2nc3cnccn3c2Nc2ccc(C)cc2)cc1,-7%,-9%,-5,?
Cc1ccccc1Cn1c(=O)n(CCC(=O)NCc2ccc3c(c2)OCO3)c(=O)c2ccccc21,-21%,8%,-11,15
N#C/C(=C(\O)CCl)c1nnc2n1CCCCC2,1%,-6%,-7,2
O=C(N/N=C/c1c(O)n(-c2ccc(Cl)cn2)c(=O)c2ccccc12)c1ccncc1,nt,-6%,nt,11
C=C(C)c1cccc(C(C)(C)NC(=O)Nc2ncccn2)c1,-2%,-5%,4,?
c1ccc(C2=Nn3c(nnc3-c3n[nH]c4c3CCC4)SC2)cc1,1%,9%,19,?
c1ccc2nc(-c3nc4ccccc4[nH]3)ccc2c1,51%[activator],9%,9,?
Cc1ccc(S(=O)(=O)NCc2ccc(/C=C(/C#N)C(=O)NCc3ccccc3)o2)cc1,nt,-3%,nt,?
COC(=O)[C@H](C)NC(=O)Nc1ccc(C)c(C)c1,-4%,1%,2,-19
O=C(O)c1cc(/C=N\O)ccc1OCc1ccccc1,0%,3%,-1,44
Cn1c(NCCO)nc2c(c1=O)C1(CCCCC1)Cc1ccccc1-2,13%,1%,-9,5
COc1ccc(OC)c(C2C(C(C)=O)=C(O)C(=O)N2c2ccc(O)cc2)c1 (stereo not drawn),-2%,11%,2,?
Clc1ccc(Cn2ncc3c(N4CCCCC4)ncnc32)cc1,9%,-9%,-3,16
CCOC(=O)NC(=O)CSc1nnnn1-c1ccc(Cl)cc1,nt,7%,5,1
CC(C)Nc1nc(NC(N)=S)nc(NC(C)C)n1,nt,-4%,nt,-14
CC(C)N(C(=O)CN(C#N)c1nc(N(C)C)nc(N(C)C)n1)c1ccccc1,-5%,0%,4,?
CC(C)c1ccc(-c2nc(N3CCCCCC3)nc3n[nH]c(N)c23)cc1,41%[activator],2%,6,8
Cc1nnc(SCC(=O)NCc2ccco2)n1-c1ccccc1,1%,3%,3,36
CCc1oc(C(=O)O)cc1CN(CC)CC,3%,3%,3,-3
CN1C(=O)N(C)C(NC(=O)Nc2ccccc2)C1NC(=O)Nc1ccccc1 (stereo not drawn),-5%,1%,-4,?
CCOc1ccccc1C1NC(=O)NC(C)=C1C(=O)OCc1ccco1 (stereo not drawn),0%,-3%,-4,17
Brc1c(CSc2nncn2-c2ccccc2)nc2sccn12,4%,-1%,-1,77
CCCC(=O)Nc1ccc(C(=O)NNC(=S)NC(=O)c2cccs2)cc1,-6%,-17%,2,35
CCn1nc(C)c(NC(=O)/C=C/c2ccc(OC)c(COc3ccc(Br)cc3)c2)c1C,nt,-2%,8,-10
Cc1c(C(=O)Nc2ccncc2)oc2ccccc12,20%,-3%,-2,-13
CC(C)OC(=O)/C(C#N)=C/c1ccc(-c2ccc(SC(F)F)cc2)o1,nt,2%,nt,45
CCC(C)NC(=O)C(NS(=O)(=O)c1cccc2nsnc12)c1ccccc1 (stereo not drawn),7%,1%,4,-6
O=C(O)CN1C(=O)SC(Nc2ccccc2C(=O)O)C1=O (stereo not drawn),1%,3%,-3,-1
N#Cc1c(SCC(N)=O)nc2c(c1-c1ccc(O)cc1)CCCC2,-7%,-3%,-1,?
O=S(=O)(N/N=C\c1cn(-c2ccccc2)nc1-c1ccccc1)c1ccccc1,-12%,-5%,3,?
CC(NC(=O)OCc1ccccc1)C(=O)OCN1C(=O)c2ccccc2C1=O (stereo not drawn),3%,2%,-9,-9
COc1ccc(CN2CCN(C(=O)CC(C)C)CC2)c2ccccc12,-2%,-6%,1,25
CCOC(=O)c1[nH]c(C)c(/C=N/O)c1C,4%,7%,2,-115*
COc1ccc(-c2[nH]ncc2/C=C(\C#N)C(=O)NC2CC2)cc1,-2%,4%,-7,-8
COc1ccc(Cn2nnnc2C(c2cccs2)N2CCSCC2)cc1 (stereo not drawn),-1%,-1%,2,?
CSC1=N/C(=C\c2cccnc2)C(=O)N1c1ccccc1,nt,-5%,nt,26
O=C(NCC1CCCO1)c1cccc(F)c1 (stereo not drawn),-5%,-3%,-3,-20
CC1(N2CCOCC2)C(=O)c2ccccc2C1=O,nt,0%,nt,?
Cc1ccc(S(=O)(=O)N2CCN(S(=O)(=O)c3ccccc3)C2)cc1,-1%,-2%,5,-22
COc1ccc(/C(O)=C2/C(=O)C(=O)N(CCCN(C)C)C2c2ccccc2)cc1Cl (stereo not drawn),-4%,-3%,-12,3
Cc1cccc(NC(=S)NC2CCCC2)c1,nt,?,nt,22
C=CCn1c(SCC(=O)N2CC(=O)Nc3ccccc32)nc2scc(-c3ccccc3)c2c1=O,-14%,-4%,-5,?
